Nrf2 inh – blocks Nrf2 signaling; A549 ARE-Fluc reporter, luciferase luminescence, 18-24 h; Potency, µM (doses to about 46 µM), for the others: at the highest dose activity change, negative = inhibition, hits mostly inhibitors; actives 2.1% (n = 360,000); AID 504444; also: potency is read from the fitted curve at half-maximal effect; % is scaled to controls: 0 for no effect and ±100 for the full control effect; nearly all actives have a fitted effect of over 60% in size
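Concentration-response testing used A549 ARE_Fluc cells at 5000 cells/well. Following an 18-24 h compound incubation, viability was read by fluorescence (Ex 405/Em 525) and luciferase output by luminescence.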
Akt phos inh – Akt phosphorylation inhibition; Neuro2A IGF-stimulated pAkt S473 HTRF, 20 min; stronger effect = lower value; activity change, % for hits at 50 µM; actives 0.32% (n = 360,000); in the data active = activity change below about -80%; inconclusive = mostly about -51% to -80%; also: % is scaled to controls: 0 for no effect and ±100 for the full control effect
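Single-point screen (50 µM final compound) in Neuro2A cells stimulated 20 min with 6 nM IGF at 37 deg C. After lysis, Ser473-phosphorylated Akt read by HTRF (ex 330 nm, em 615/665 nm) as the 665/615 ratio.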
HepG2 viability – counter-screen for TGF-b inhibitors: cytotoxicity in HepG2 cells | HepG2 CAGA-GFP viability, ATP luminescence, 18 h | Potency, µM (highest dose often 46.1 µM), for inactives: top-dose activity change, negative = cytotoxicity, most hits filed as cytotoxic | actives 0.76% (n = 410,000) | AID 588856; also: potency is read from the fitted curve at half-maximal effect; some results filed as inactive show a strong effect at the top dose
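HepG2 CAGA-GFP cells (1000/well, DMEM with 1% FBS) received compound, then TGF-beta at 500 pg/mL final, and were incubated 18 hours at 37 degrees C. Viability was read by CellTiter-Glo luminescence. Media-only wells were set as complete cell-killing and DMSO as no toxicity.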
ATXN viability – cell viability loss in ATXN counter-screen; Potency, µM (titrated, usually from 56.7 µM), usual class: cytotoxic; S2 cells (HEK-293 line with an ATXN2-luciferase reporter) viability, CellTiter-Fluor protease fluorescence, 24 h; actives 0.49% (n = 400,000); also: potency is read from the fitted curve at half-maximal effect; nearly all actives have a fitted effect of over 40% in size
MmCpn inh – inhibitors of Methanococcus maripaludis chaperonin (MmCpn); purified Mm-Cpn ATPase, ADP Transcreener TR-FRET; actives 0.031% (n = 330,000); Potency, µM (series often up to 76.9 µM), for inactives: at the top dose activity, negative = inhibition, actives largely listed as inhibitors; also: potency is read from the fitted curve at half-maximal effect; % is scaled to controls: 0 for no effect and ±100 for the full control effect; nearly all actives have a fitted effect of over 80% in size
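25 nM Mm-CPN + cpd, 10 min 37°C; + 10 uM ATP, 30 min 37°C; buffer 30 mM Tris pH 7.4, 100 mM KCl, 5 mM MgCl2, 1 mM DTT; Transcreener ADP HTRF detection 30 min RT.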
A549 viability – kills or reduces viability of A549 cells in Nrf2 counter-screen | A549 ARE-Fluc cells, CellTiter-Fluor viability, 18-24 h | Potency, µM (series often up to 46 µM), for inactives: at the highest dose activity change, negative = cytotoxicity, hits mostly inhibitors | actives 0.16% (n = 390,000); also: potency is read from the fitted curve at half-maximal effect; % is scaled to controls: 0 for no effect and ±100 for the full control effect
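A549 ARE-Fluc cells in 5% FBS OPTI-MEM, 5000 cells/well, rested 2 h then exposed to compounds in concentration-response for 18-24 h at 37 °C. Viability by CellTiter-Fluor fluorescence (Ex 405/Em 525) after 30 min; luciferase luminescence (BugLite, 15 min, RT) read afterwards.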
TGFb SMAD3 inh – inhibitors of TGF-b signaling; Potency, µM (highest dose often 46.1 µM), for inactives: top-dose activity, negative = inhibition, usual class: inhibitors; actives 1.2% (n = 410,000); HepG2 CAGA-GFP TGF-b/SMAD3 reporter, GFP fluorescence, 18 h; TGF-beta stimulated, 500 pg/mL final; also: potency is read from the fitted curve at half-maximal effect; % is scaled to controls: 0 for no effect and ±100 for the full control effect; nearly all actives have a fitted effect of over 65% in size
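GFP signal (ex488/em500-530) from TGF-beta-stimulated HEPG2 CAGA-GFP cells, 500 pg/mL final, 18 h at 37 degrees C in DMEM plus 1% FBS, normalized to unstimulated and DMSO-stimulated controls.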
Nrf2 ARE act – activates Nrf2 signaling; actives 0.31% (n = 410,000); AREc32 ARE-luciferase reporter (MCF7-derived line), luminescence, 24 h; Potency, µM (series often up to 46.1 µM), without a hit: at the highest dose activation, usual class: activators; also: potency is read from the fitted curve at half-maximal effect; % of control where 0% means no effect; nearly all actives have a fitted effect of over 65% in size
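AREc32_Fluc, 1000 cells/well, OPTI-MEM + 5% FBS, o/n 37 deg C 5% CO2; 23 nL cpd by pin tool, 24 hr; Steady-Glo 30 min RT, luminescence.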
CCT chaperon mod – modulators of cytosolic chaperonin (CCT/TRiC) activity; purified chaperonin ATPase assay, HTRF ADP detection, 30 min; activity change, % (no concentration beside the values), hits read low; AID 651819; actives 0.3% (n = 360,000); in the data active = activity change below about -30%; also: % is scaled to controls: 0 for no effect and ±100 for the full control effect
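TRiC at 40 or 20 nM final (batch-dependent) in 30 mM Tris pH 7.4, 100 mM KCl, 5 mM MgCl2, 1 mM DTT, with compound at single 76 uM and 10 uM ATP, 30 min at 37 deg C. ADP detected by HTRF Transcreener, 665/615 ratio.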
The depositor's hits bear a star; i = inactive; ? = inconclusive; · = no result given; & = joins results of further samples; [ ] = another dose, or the depositor's remark. Unless noted, calls follow the shape of the dose curve; as a rule, active = well fitted curve in the direction sought with a large enough effect; inconclusive = small, poorly fitted or top-dose-only effect, or another doubt; inactive = no such curve, though single readings can be large; an effect the other way counts as inactive or inconclusive.

SMILES	Nrf2 inh	Akt phos inh	HepG2 viability	ATXN viability	MmCpn inh	A549 viability	TGFb SMAD3 inh	Nrf2 ARE act	CCT chaperon mod
O=C(CSc1nc2ccccc2c(=O)n1-c1ccc(F)cc1)Nc1cc(S(=O)(=O)N2CCOCC2)ccc1Cl	?	i	6%	?	-15%	-18%	9%	-0.2%	-2.9
O=C(CSc1ccc(Cl)cc1)NC(=O)c1ccccc1	-27%	i	-8%	i	0%	2%	-7%	-0.3%	3.9
CCN(C(=O)Cn1c(C(=O)OC)cc2sccc21)c1cccc(C)c1	-14%	·	-27%	?	·	-1%	-15%	4.5%	·
O=c1c2c(nc3nc(NCc4cccc5ccccc45)[nH]n13)CCC2	0%	i	-7%	i	1%	6%	6%	-0.8%	-4.4
COc1ccc(CC(=O)NNC(=O)c2ccc(Br)o2)cc1	10%	i	1%	i	2%	-1%	-15%	0.2%	-2.3
Cc1ccc2[nH]c(=O)c(CN(CCCO)S(=O)(=O)c3cccc4nsnc34)cc2c1	-12%	i	-13%	i	0%	2%	0%	0.1%	-1.2
O=C1NC(=S)N/C1=C/C=C/c1ccccc1	22%	i	-1%	i	-5%	-4%	-3%	8.3%	-0.2
O=C(NCCN1CCOCC1)Nc1ccc(Cl)cc1	8%	i	6%	i	-1%	-2%	-1%	0.6%	-2.0
COc1ccc(CCNC(=O)/C(C#N)=C2\N=C(NC(=O)c3ccco3)c3ccccc32)cc1	2%	i	-21%	i	-2%	1%	10%	0.3%	-0.6
Cc1ccc(N2CCN(S(=O)(=O)c3ccc4oc(=O)ccc4c3)CC2)cc1Cl	-4%	i	15%	i	1%	-6%	20%	0.2%	-0.4
CCCCn1nnc(NC(=O)CCC)n1	11%	i	-22%	i	1%	-7%	2%	-0.9%	1.4
COc1cc(OC)c(NC(=O)Cn2cnc3c(nc4n3CCCCC4)c2=O)cc1Cl	25%	·	-4%	i	·	5%	-6%	0.3%	·
O=C(COc1ccc(S(=O)(=O)N2CCCC2)cc1Cl)NCc1ccco1	?	·	-3%	i	2%	-13%	1%	0.3%	-2.4
CCOC(=O)c1ccc(NC(=O)c2ccc(CN3CCc4ccccc4C3)cc2)cc1	23µM*	i	-26%	i	-4%	?	?	0.3%	-3.0
Cc1c(NC(=O)c2ccc(NC(=O)C3CC3)cc2)cccc1C(=O)O	3%	i	13%	i	-1%	-3%	0%	0.3%	-0.9
CC(C)(C)OC(=O)N1CCC(c2c(C(=O)NCc3ccco3)cnn2-c2ccc(F)cc2)CC1	12%	·	-15%	i	·	3%	-11%	7.4%	·
O=C(Nc1ccc2c(c1)OCO2)c1cc(-c2ccc(Cl)cc2)on1	-6%	·	-5%	i	·	2%	-5%	0.6%	·
NC(=O)NN=C1CCn2cccc21	-7%	i	-12%	i	·	1%	-26%	4.4%	-1.1
CCOC(=O)C1CCC(CNCc2ccc(Cl)cc2)CC1 (configuration not stated)	10%	i	-4%	i	2%	2%	0%	0.1%	0.7
O=C(c1cccs1)N1CCCC(N2CCN(c3cccc(C(F)(F)F)c3)CC2)C1 (configuration not stated)	21µM*	i	-21%	i	1%	-10%	-15%	2.4%	0.6
CC(C)Nc1nc(N)c(C(=O)C23CC4CC(CC(C4)C2)C3)s1	-6%	i	-79%	i	-2%	0%	?	2.5%	0.6
COc1ccc(Cl)cc1C(=O)NNC(=O)COC(=O)CCN=C1NS(=O)(=O)c2ccccc21	12%	i	-3%	?	1%	0%	0%	-0.5%	0.4
COC(=O)c1ccc(NC(=O)CSc2nc3cc4ccccc4cc3[nH]2)cc1	5%	·	-44%	i	·	1%	?	-0.5%	·
COC(=O)c1ccccc1NC(=O)Cc1noc2ccc(C)cc12	?	·	-1%	i	·	-1%	5%	5.5%	·
CCOC(=O)Cc1csc(NC(=O)Cn2cnc3c2c(=O)n(C)c(=O)n3C)n1	-16%	i	-13%	i	-11%	8%	3%	0.1%	-5.5
Cc1ccc(CC2SC(N)=NC2=O)cc1 (configuration not stated)	15%	i	-5%	i	3%	0%	-3%	0.4%	-0.5
N#Cc1c(/N=C/N2CCOCC2)sc2c1CCCCC2	?	i	-36%	i	-1%	2%	8%	0.3%	0.7
O=C1C(c2ccccc2)c2ccccc2N1Cc1ccccc1 (configuration not stated)	2%	i	2%	i	·	3%	0%	-0.4%	-0.9
O=C(COC(=O)Cn1[nH]c(=O)c2ccccc2c1=O)NNC(=O)c1ccccc1	-6%	i	8%	i	-2%	1%	1%	0.2%	2.0
O=C(Nc1nc2c(s1)CN(Cc1ccccc1)CC2)C1CCCC1	10%	i	-3%	·	-16%	3%	12%	3.8%	-5.3
COc1ccc(CCN2CC(C(=O)N(C)CC(=O)Nc3ccc(F)c(F)c3F)CC2=O)cc1OC (configuration not stated)	7%	i	-2%	?	·	-5%	-15%	-0.5%	-3.1
CCOC(=O)C1=C(C)OC(=Cc2ccccc2)C1=O	·	i	0%	i	·	·	-5%	1.2%	0.5
CCc1ccc(-c2ccc(C(=O)Oc3ccc(Br)cc3)cc2)nc1	?	·	-5%	i	·	12%	13%	1.2%	·
O=C(CCc1nnc2ccc(NCc3ccco3)nn12)Nc1ccccc1F	16%	i	-18%	i	-2%	1%	3%	25%	0.8
Cc1ccc(C)c2[nH]c(=O)c(CCNC(=O)c3ccc(S(=O)(=O)N(C)C)cc3)cc12	-25%	i	-24%	i	-3%	-11%	0%	-0.2%	-0.5
C/C(=N\NC(=O)C1CC1c1ccccc1)c1ccc(C)s1 (configuration not stated)	-21%	i	-14%	i	-1%	2%	1%	-0.5%	0.0
CC(C)CC(COCc1cccc(C(F)(F)F)c1)N1CCN(C(=O)c2cccc(C(F)(F)F)c2)CCC1=O (configuration not stated)	?	i	-16%	·	0%	?	?	-1.7%	-2.7
CC(CCc1ccccc1)NC(=O)c1cccnc1 (configuration not stated)	2%	i	5%	?	2%	-4%	-4%	-0.6%	-0.1
Cc1nnsc1NC(=O)OCc1ccc(Cl)cc1Cl	?	i	-5%	i	0%	-21%	?	2.2%	-0.9
Cn1cc(CC(=O)NCCCN2CCCC2)c2ccccc21	14%	i	-4%	i	1%	6%	12%	-0.5%	-0.7
COc1cc(/C=N/NC(=O)c2ccccn2)ccc1OC(=O)c1ccc(Br)cc1	8%	i	2%	i	4%	-3%	4%	0.5%	0.5
O=S(=O)(c1cccc(NC(=S)N2CCN(c3ccccc3F)CC2)c1)C(F)F	?	i	-29%	i	-4%	15%	7.1µM*	8.1%	-3.9
CCOc1ccc(-n2c(/C=C/c3cccc(F)c3)nc3cc(OC)c(OC)cc3c2=O)cc1	·	·	-29%	·	·	-2%	?	-2.1%	·
CN(C(=O)c1ccc2c(=O)n3c(nc2c1)CCCCC3)c1cccc(Cl)c1	-3%	i	-15%	?	1%	0%	1%	0.0%	-0.6
O=C(CCCOc1ccccc1)OCn1nnc2ccccc2c1=O	0%	i	5%	i	1%	-4%	-4%	-0.8%	-1.1

Fetched by compound from the list above, two records:
SMILES	Nrf2 inh	Akt phos inh	HepG2 viability	ATXN viability	MmCpn inh	A549 viability	TGFb SMAD3 inh	Nrf2 ARE act	CCT chaperon mod
C/C(=N\NC(=O)C1CC1c1ccccc1)c1ccc(C)s1 (configuration not stated)	-21%	i	-14%	i	-1%	2%	1%	-0.5%	0.0
COc1cc(/C=N/NC(=O)c2ccccn2)ccc1OC(=O)c1ccc(Br)cc1	8%	i	2%	i	4%	-3%	4%	0.5%	0.5

Following part:
SMILES	Nrf2 inh	Akt phos inh	HepG2 viability	ATXN viability	MmCpn inh	A549 viability	TGFb SMAD3 inh	Nrf2 ARE act	CCT chaperon mod
O=C(Nc1ccc2oc(-c3ccc4ccccc4c3)nc2c1)c1ccc(Cl)c(Cl)c1	8%	·	-5%	·	·	-3%	?	0.1%	·
COc1ccc(C=NCCc2ccc(OC)c(OC)c2)cc1OC	·	i	3%	i	·	·	-2%	0.0%	0.3
O=C(COc1ccccc1F)Nc1ccc(S(=O)(=O)Nc2nccs2)cc1	?	i	2%	i	1%	1%	-11%	-0.2%	-2.1
Cc1ccc(CN2CCC(=O)N2)cc1	2%	i	-1%	i	-3%	22%	3%	1.8%	1.2
Cn1c(=O)c2c(ncn2Cc2ccccc2)n(C)c1=O	-15%	i	3%	i	2%[15.4 µM]	-3%	4%	-0.1%	-2.3
O=C(c1cccc(NS(=O)(=O)c2ccccc2)c1)N1CCCC1	-10%	i	-13%	i	2%	12%	-4%	2.3%	0.2
CN1CCN(CCCCOc2ccccc2C=O)CC1	3%	i	-26%	?	-4%	2%	-16%	2.2%	-2.9
COC(=O)c1ccc(C)c(NC(=O)CCNC(=O)c2ccc([N+](=O)[O-])cc2)c1	-19%	i	4.5µM*	i	0%	-11%	-4%	-0.7%	-0.4
CC(=O)Nc1ccc(-c2csc(NNC(=O)c3ccccc3)n2)cc1	13µM*	i	-2%	?	-10%	?	-11%	19%	-1.0
CCOc1ccccc1NC(=O)COC(=O)c1ccccc1SCC(=O)N1CCCC1	-7%	i	7%	i	-9%	-3%	27%	6.7%	-0.3
COc1ccccc1-c1nc(C#N)c(N2CCN(C(=O)c3ccco3)CC2)o1	3%	i	-8%	?	0%	-3%	-15%	0.0%	-1.6
Cc1nc2ccc(NC(=O)c3ccc([N+](=O)[O-])cc3[N+](=O)[O-])cc2s1	-9%	i	-37%	?	-4%	-5%	-13%	0.0%	-0.1
COc1ccc(CCNC(=O)c2ccc3c(c2)sc2nc(-c4ccccc4)cn23)cc1OC	-1%	·	-18%	·	·	5%	-3%	-0.2%	·
Cc1ccc(SCCN2CCC(C(C)(C)C)CCC2=O)cc1 (configuration not stated)	?	i	-30%&-47%	i	-1%	3%	?	1.9%	-1.7

Screens as filed in PubChem BioAssay.
